# Pf growth 48h – P. falciparum growth inhibition at 48 hours (one generation); P. falciparum luciferase growth in erythrocytes, 48 h; Potency, µM (doses to about 28.7 µM), without a hit: top-dose activity change, negative = inhibition, hits mostly inhibitors; hit rate 5.9% among 310,000; AID 504832; also: potency is read from the fitted curve at half-maximal effect; % is scaled to controls: 0 for no effect and ±100 for the full control effect
#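 Growth was read as firefly luciferase luminescence after a 48 h, 37 C, 5% CO2 exposure of compounds to reporter-bearing P. falciparum cultures (0.1% parasitemia, 2% hematocrit final) in Albumax-supplemented RPMI 1640.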
# Shiga inhibitor – blocks Shiga toxin action in Vero cells; inhibition, % at 38.7 µM; hit rate 9.2% among 290,000; Vero cells, Shiga toxin protein synthesis inhibition reporter; in the data active = inhibition mostly above about 28%, no sharp cut-off; inactive = mostly below about 43%; also: 0% is about no effect
# Pf growth 96h – P. falciparum growth inhibition at 96 hours | P. falciparum luciferase reporter growth, 96 h | Potency, µM (highest dose often 28.7 µM), inactives show at the highest dose activity change, negative = inhibition, usual class: inhibitors | hit rate 6.9% among 320,000 | AID 504834; also: potency is read from the fitted curve at half-maximal effect; % is scaled to controls: 0 for no effect and ±100 for the full control effect
#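 Two parasite generations (96 h, 37 C, 5% CO2) of compound exposure in infected erythrocytes (0.05% parasitemia, 2% hematocrit). Luciferase-reporter P. falciparum; decreased luminescence indicates inhibited growth, aimed at apicoplast-acting delayed death.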
# TbPYK inhibitor – T. brucei pyruvate kinase inhibition | hit rate 0.12% among 410,000 | AID 624173 | Potency, µM (series often up to 76.8 µM), inactives show at the highest dose activity, negative = inhibition, actives largely listed as inhibitors | Q57TT1 | TbPYK enzyme, Kinase-Glo Plus ATP luminescence, 45 min; also: potency is read from the fitted curve at half-maximal effect; % is scaled to controls: 0 for no effect and ±100 for the full control effect; nearly all actives have a fitted effect of over 50% in size
#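 Activity of T. brucei pyruvate kinase was followed by Kinase-Glo Plus luminescence after the enzyme reacted 45 min at room temperature with 130 uM ADP (final) and substrate. Test compounds were added before ADP at multiple concentrations.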
# LmPK inh – inhibitors of Leishmania mexicana pyruvate kinase. Q27686. purified LmPK, Kinase-Glo ATP luminescence, 1 h. Potency, µM (top dose mostly 57.5 µM), for inactives: at the highest dose activity change, negative = inhibition, actives largely listed as inhibitors. hit rate 0.37% among 290,000; also: potency is read from the fitted curve at half-maximal effect; % is scaled to controls: 0 for no effect and ±100 for the full control effect
# Target sequence (Q27686 whole entry, looked up): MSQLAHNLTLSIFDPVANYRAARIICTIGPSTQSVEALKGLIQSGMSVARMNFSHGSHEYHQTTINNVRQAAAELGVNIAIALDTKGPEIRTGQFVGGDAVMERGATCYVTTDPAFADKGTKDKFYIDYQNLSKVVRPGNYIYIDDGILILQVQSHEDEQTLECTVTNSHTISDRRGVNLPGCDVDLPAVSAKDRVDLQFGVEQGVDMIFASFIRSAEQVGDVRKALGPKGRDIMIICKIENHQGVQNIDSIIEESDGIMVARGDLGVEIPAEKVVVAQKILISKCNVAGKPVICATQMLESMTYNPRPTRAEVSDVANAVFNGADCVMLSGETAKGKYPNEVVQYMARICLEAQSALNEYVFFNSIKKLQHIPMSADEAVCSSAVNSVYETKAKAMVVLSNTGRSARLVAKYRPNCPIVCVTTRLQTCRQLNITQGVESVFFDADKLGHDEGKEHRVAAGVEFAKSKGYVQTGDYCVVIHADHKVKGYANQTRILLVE
#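 Pyruvate kinase activity monitored as ATP production (luciferase luminescence). Conditions: 0.1 nM enzyme, 0.5 mM PEP, 0.1 mM ADP, 1 h, RT; normalized against uninhibited and no-enzyme wells.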
# AmpC inh no detg – AmpC beta-lactamase inhibition without detergent. hit rate 0.52% among 330,000. Potency, µM (doses to about 57.1 µM), without a hit: at the top dose activity change, negative = inhibition, usual class: inhibitors. AmpC nitrocefin hydrolysis, absorbance 480 nm, 0.0001% Triton. AID 485341;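 also: potency is read from the fitted curve at half-maximal effect; plate controls were no compound for no effect and no enzyme for full effect; nearly all actives have a fitted effect of over 20% in size; some results filed as inactive show a strong effect at the top dose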
# Target sequence (P00811 whole entry, looked up): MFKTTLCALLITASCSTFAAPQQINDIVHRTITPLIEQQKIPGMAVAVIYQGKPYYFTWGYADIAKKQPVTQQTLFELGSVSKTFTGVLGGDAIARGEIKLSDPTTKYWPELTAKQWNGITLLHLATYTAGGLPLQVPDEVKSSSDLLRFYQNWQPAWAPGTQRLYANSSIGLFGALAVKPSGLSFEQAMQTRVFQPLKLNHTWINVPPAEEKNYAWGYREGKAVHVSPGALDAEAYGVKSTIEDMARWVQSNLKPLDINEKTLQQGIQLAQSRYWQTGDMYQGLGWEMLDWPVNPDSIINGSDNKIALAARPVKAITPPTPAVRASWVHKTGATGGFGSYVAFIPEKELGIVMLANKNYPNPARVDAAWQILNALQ
#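 20 mM phosphate pH 7.0 + 0.01% (detergent screen) or 0.0001% Triton X-100; 5.3 nM AmpC reagent; cpd preinc 15 min RT; nitrocefin (800 uM stock) to start; A480 q20 s × 4 min; Activity was normalised to no-enzyme and no-compound control wells.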
# Cycloheximide cs – counter-screen hit for Shiga toxin inhibitors, cycloheximide | max response, % | hit rate 12% among 300,000 | cell reporter, cycloheximide protein synthesis inhibition counterscreen; in the data active = max response mostly above about 13%, no sharp cut-off; inactive = mostly below about 14%; also: read at 38.3 µM for the half of the compounds with a filed dose; 0% is about no effect
# * = called active by the depositor; ? = inconclusive; / = no result given; & = joins results of further samples; [ ] = dose if it differs, or a comment. Unless noted, calls follow the shape of the dose curve; as a rule, active = well fitted curve in the direction sought with a large enough effect; inconclusive = small, poorly fitted or top-dose-only effect, or another doubt; inactive = no such curve, though single readings can be large; an effect the other way counts as inactive or inconclusive.
1) CS(=O)(=O)N1CCN(c2ccccc2NC(=O)c2ccc(-c3ccc(Br)cc3)o2)CC1
2) Cn1c(-c2cccc(F)c2)nc2c1c(=O)[nH]c(=O)n2Cc1ccccc1
3) O=C(COC(=O)c1ccc[nH]c1=O)c1ccc(Cl)s1
4) COC(=O)c1ccccc1NC(=S)NC(=O)c1cccc2ccccc12
5) COc1ccc(-c2cc(C(=O)N3CCOCC3)no2)cc1OC
6) CCOC(=O)NC(=O)CSc1nnnn1-c1ccc(C)cc1
screen / no.	1	2	3	4	5	6
Pf growth 48h	?	-28%	-20%	24%	88%[activator]	12%
Pf growth 96h	/	?	3%	32%[activator]	1.3µM*	/
Cycloheximide cs	1	12	-1	15	29*	-2
AmpC inh no detg	-19%	57%	-22%	-36%	-6%	-28%
TbPYK inhibitor	-9%	6%	-2%	-14%	-20%	-10%
LmPK inh	5%	-5%	-6%	3%	-2%	1%
Shiga inhibitor	-7	2	3	47	129*	-7

7) CCC(=O)c1ccccc1OCCN1CCN(Cc2ccccc2)CC1
8) Cc1cccc(NC(=S)N2CCC(c3nc4ccccc4o3)CC2)c1
9) COc1cc(/C=C(\C#N)c2nc(-c3cc4ccccc4oc3=O)cs2)ccc1O
10) CC1CCN(c2ccccc2NC(=S)NC(=O)c2ccc(-c3cccc([N+](=O)[O-])c3)o2)CC1
11) CC(NC(=O)COC(=O)CNS(=O)(=O)/C=C/c1ccccc1)c1ccccc1 (stereo not drawn)
12) Cc1ccc(NC(=O)c2cccc(N3C(=O)CCC3=O)c2)nc1
screen / no.	7	8	9	10	11	12
Pf growth 48h	-12%	15%	-16%	?	-13%	39%
Pf growth 96h	18%	-20%	?	?	8%	/
Cycloheximide cs	-4	11	-3	0	/	11
AmpC inh no detg	30%	5%	-25%	-24%	-3%	-14%
TbPYK inhibitor	-7%	-2%	-15%	/	-9%	-2%
LmPK inh	-1%	-11%	1%	7%	/	-2%
Shiga inhibitor	17	17	3	-20	/	53

13) CCn1c(COc2cccc3cccnc23)nnc1SCC(=O)O
14) CC(=O)Nc1cccc(S(N)(=O)=O)c1C
15) Cc1ccc(S(=O)(=O)N2CCOCC2)cc1NC(=O)CN(C)C1CCS(=O)(=O)C1 (stereo not drawn)
16) CCC(C)(C)C(=O)Nc1ccc(OC)cc1[N+](=O)[O-]
17) Nc1nc(CSC(=S)N2CCN(c3ccccc3)CC2)nc(Nc2ccccc2)n1
18) Cc1ccc(C)c(OCc2cc(C(=O)N(C)Cc3nccs3)no2)c1
screen / no.	13	14	15	16	17	18
Pf growth 48h	/	7%	6%	13%	?	-4%
Pf growth 96h	31%[activator]	-1%	-12%	0%	?	?
Cycloheximide cs	-5	-2	-1	1	4	23*
AmpC inh no detg	-10%	-7%	-7%	-5%	-18%	44%
TbPYK inhibitor	-9%	-2%	-2%	-2%	-7%	-3%
LmPK inh	6%	-1%	10%	-2%	5%	1%
Shiga inhibitor	-15	17	-9	-2	10	52*

19) CCC1(c2ccccc2)NC(=O)N(CC(=O)Nc2cccc(S(=O)(=O)N3CCCC3)c2)C1=O (stereo not drawn)
20) Cc1cc(C)nc(NS(=O)(=O)c2ccc(NC(=O)C3CC3)cc2)n1
21) O=C(O)c1ccc(/C=C(\c2nc3ccccc3[nH]2)c2nc3ccccc3s2)cc1
22) COc1ccc2nc(N3CCN(C(=O)C4COc5ccccc5O4)CC3)sc2c1 (stereo not drawn)
23) C=C(C)COc1ccc2c(CC)cc(=O)oc2c1
24) COC(=O)c1ccc(NC2=CC(=O)CC(C)(C)C2)cc1
screen / no.	19	20	21	22	23	24
Pf growth 48h	?	2%	6%	5%	36%	7%
Pf growth 96h	-25%	-2%	8%	36%[activator]	-20%	12%
Cycloheximide cs	/	-3	30*	/	22*	3
AmpC inh no detg	-40%	-14%	-8%	111%[activator]	12%	-21%
TbPYK inhibitor	-13%	-2%	3%	-3%	-22%	?
LmPK inh	/	1%	0%	/	1%	-3%
Shiga inhibitor	/	2	40*	/	49	15

25) CCOP(=O)(OCC)C(NC(=O)Nc1cccc(Cl)c1)C(N)=O (stereo not drawn)
26) O=C1CSC2(CCCCC2)N1CCO
27) COc1cccc(NC(=O)CSc2nnc(-c3ccoc3C)n2-c2ccccc2)c1
28) COC(=O)CN(c1ccc(OC)cc1)S(=O)(=O)c1c(C)noc1C
29) CCOC(=O)CSc1nc2c(c(=O)[nH]1)C(C)(CC)Cc1ccccc1-2 (stereo not drawn)
30) O=C1CN(CC(=O)Nc2ccc(SC(F)F)cc2)CCN1
screen / no.	25	26	27	28	29	30
Pf growth 48h	20%	4%	/	-12%	15%	4%
Pf growth 96h	60%[activator]	12%	?	3%	2%	?
Cycloheximide cs	-1	-3	-2	-1	-4	-1
AmpC inh no detg	-4%	-7%	2%	-10%	-20%	-7%
TbPYK inhibitor	3%	-3%	-1%	-1%	-10%	-15%
LmPK inh	3%	-3%	9%	0%	1%	-3%
Shiga inhibitor	-10	-9	4	-15	-3	-8

31) COC(=O)c1cccc(Oc2nc3c(c(=O)n(C)c(=O)n3C)n2C(C)C)c1
32) Cc1cccc(OCC(=O)N/N=C/CC(C)c2ccccc2)c1C (stereo not drawn)
33) CC(C)CCNC(=O)c1ccc2c(c1)ncn2C1CCCC1
34) C[C@@H]1NC(=O)OC1c1ccco1 (stereo partly drawn)
35) Cc1cccc(OCCn2c(=S)[nH]c3ccccc32)c1
36) O=C(c1cn(Cc2ccccc2F)c2ncccc12)C(F)(F)F
screen / no.	31	32	33	34	35	36
Pf growth 48h	/	10%	56%[activator]	-3%	?	/
Pf growth 96h	-30%	-4%	?	25%	13µM*	-11%
Cycloheximide cs	4	-3	34*	/	13*	-1
AmpC inh no detg	2%	1%	-5%	-3%	-18%	-4%
TbPYK inhibitor	-1%	0%	2%	-3%	?	0%
LmPK inh	1%	-1%	-2%	/	-3%	0%
Shiga inhibitor	-13	-1	124*	/	19	-5

37) COc1ccccc1/C=C1/C(=O)N(c2ccccc2)N=C1C
38) CCCCN(CC)CCNC(=O)c1cn(CCOC)c(=O)c2c1c1ccccc1n2C
39) CCCC(=O)Nc1ccccc1Sc1ncnc2scc(-c3ccccc3)c12
40) CCOC(=O)Cn1cc(Cl)c(=O)c(Cl)c1
41) COc1ccc(C(=O)c2cc3ccc(O)cc3oc2=O)cc1
42) Cc1csc(/N=C/N(C)C)c1C#N
screen / no.	37	38	39	40	41	42
Pf growth 48h	-6%	-30%	4.7µM*	14%	/	6%
Pf growth 96h	?	32%[activator]	18%	20%	27%	27%
Cycloheximide cs	-3	1	-2	1	6	-1
AmpC inh no detg	-16%	12%	-35%	-18%	-49%	-17%
TbPYK inhibitor	-16%	0%&-9%	5%	-8%	-34%	0%
LmPK inh	-1%	1%	3%	-4%	-20%	1%
Shiga inhibitor	-2	-10	1	-15	11	8

43) CC1CCN(C(=O)C(NS(=O)(=O)c2cccc3nsnc23)c2ccccc2)CC1 (stereo not drawn)
44) COc1ccc(C(CC(=O)N2CCN(c3ccccc3)CC2)c2c(OC)cc(OC)c3ccc(=O)oc23)cc1 (stereo not drawn)
45) Cc1nnc(SCCC(=O)Nc2ccc(Cl)cc2)o1
46) COc1ccc(/C=N/N=C/c2ccc(OC)cc2)cc1
47) Cc1ccc(S(=O)(=O)N2CCN(Cc3ccccc3)CC2)s1
48) CCOc1cc(CNCc2ccccc2)ccc1OCc1ccc(Cl)cc1
screen / no.	43	44	45	46	47	48
Pf growth 48h	?	7.4µM*	-5%	?	-12%	?
Pf growth 96h	-15%	8.3µM*	38%[activator]	?	?	6%
Cycloheximide cs	-3	5&3	1	25*	/	-6
AmpC inh no detg	59%	150%[activator]	4%	-10%	-5%	24%
TbPYK inhibitor	-8%	3%	-3%	-6%	2%	0%
LmPK inh	-3%	3%	-6%	0%	/	1%
Shiga inhibitor	-13	-3&-6	-17	46	/	-13

# Screen by screen, from the results shown:
# Cycloheximide cs, compounds 43–48 → -3, 5&3, 1, 25*, /, -6
# TbPYK inhibitor, compounds 43–48 → -8%, 3%, -3%, -6%, 2%, 0%
# Shiga inhibitor, compounds 43–48 → -13, -3&-6, -17, 46, /, -13

# Numbers 34 through 47 of the list above:
34) C[C@@H]1NC(=O)OC1c1ccco1 (stereo partly drawn)
35) Cc1cccc(OCCn2c(=S)[nH]c3ccccc32)c1
36) O=C(c1cn(Cc2ccccc2F)c2ncccc12)C(F)(F)F
37) COc1ccccc1/C=C1/C(=O)N(c2ccccc2)N=C1C
38) CCCCN(CC)CCNC(=O)c1cn(CCOC)c(=O)c2c1c1ccccc1n2C
39) CCCC(=O)Nc1ccccc1Sc1ncnc2scc(-c3ccccc3)c12
40) CCOC(=O)Cn1cc(Cl)c(=O)c(Cl)c1
41) COc1ccc(C(=O)c2cc3ccc(O)cc3oc2=O)cc1
screen / no.	34	35	36	37	38	39	40	41
Pf growth 48h	-3%	?	/	-6%	-30%	4.7µM*	14%	/
Pf growth 96h	25%	13µM*	-11%	?	32%[activator]	18%	20%	27%
Cycloheximide cs	/	13*	-1	-3	1	-2	1	6
AmpC inh no detg	-3%	-18%	-4%	-16%	12%	-35%	-18%	-49%
TbPYK inhibitor	-3%	?	0%	-16%	0%&-9%	5%	-8%	-34%
LmPK inh	/	-3%	0%	-1%	1%	3%	-4%	-20%
Shiga inhibitor	/	19	-5	-2	-10	1	-15	11

42) Cc1csc(/N=C/N(C)C)c1C#N
43) CC1CCN(C(=O)C(NS(=O)(=O)c2cccc3nsnc23)c2ccccc2)CC1 (stereo not drawn)
44) COc1ccc(C(CC(=O)N2CCN(c3ccccc3)CC2)c2c(OC)cc(OC)c3ccc(=O)oc23)cc1 (stereo not drawn)
45) Cc1nnc(SCCC(=O)Nc2ccc(Cl)cc2)o1
46) COc1ccc(/C=N/N=C/c2ccc(OC)cc2)cc1
47) Cc1ccc(S(=O)(=O)N2CCN(Cc3ccccc3)CC2)s1
screen / no.	42	43	44	45	46	47
Pf growth 48h	6%	?	7.4µM*	-5%	?	-12%
Pf growth 96h	27%	-15%	8.3µM*	38%[activator]	?	?
Cycloheximide cs	-1	-3	5&3	1	25*	/
AmpC inh no detg	-17%	59%	150%[activator]	4%	-10%	-5%
TbPYK inhibitor	0%	-8%	3%	-3%	-6%	2%
LmPK inh	1%	-3%	3%	-6%	0%	/
Shiga inhibitor	8	-13	-3&-6	-17	46	/

# Going on with the list:
49) CN1CCN(S(=O)(=O)c2ccc(NC(=O)Cc3cccs3)cc2)CC1
50) Cc1cnc(C(=O)NCc2ccc(F)cc2)cn1
51) CC(C)OCCCNC(=O)c1cc2c(=O)n(C)c3ccccc3c2n1C
52) CCC(c1nnc(SCC(=O)Nc2ccc(C(=O)Nc3ccccc3OC)cc2)o1)N(C)C (stereo not drawn)
53) CCOc1ncccc1C(=O)OCC(=O)c1ccc(F)cc1
screen / no.	49	50	51	52	53
Pf growth 48h	3%	40%	/	?	-19%
Pf growth 96h	-1%	26%	33%[activator]	-60%	8%
Cycloheximide cs	6	21	-1	-4	1
AmpC inh no detg	-35%	-15%	0%	42%[activator]	-15%
TbPYK inhibitor	2%	-11%	-3%	0%	-13%
LmPK inh	-6%	1%	6%	2%	-24%
Shiga inhibitor	20	20	-21	-4	15

# Source: PubChem
